MEKK2 mut-MEK5 – MEK5 binding signal on mutant MEKK2 PB1, primary screen, biochemical, multiplex bead flow cytometry, Alexa488-MEK5; 0.35% of 290,000 active; Alexa488-MEK5 binding to MEKK2 mutant; percent response, % at 10 µM; in the data active = percent response above about 24%, passing the limit was not always enough; also: inactives centre near 1; some results filed as inactive read as strong as hits; reference of the scale not given here
V1R ag counter – agonists of human V1a receptor, primary screen, counter-screen for OXTR agonist project, fluorescence, CHO-V1R cells | Fluo-8 calcium fluorescence, agonist mode; 0% DMSO, 100% 3 nM vasopressin | activation, % at 3 µM | 0.25% of 320,000 active | AID 2797, 2010;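 active = activation above the mean activation of all tested compounds plus 3 SD, per screening run, cut at about 20% in these data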;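 also: signal is peak over basal fluorescence ratio across a 100 second FLIPR read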
GalR3 antag – GalR3 antagonists in HEK293 cells, primary screen, cell-based, fluorescence readout. Galanin receptor type 3 (Homo sapiens), O60755. HEK293 GalR3-CNG cAMP membrane potential fluorescence; galR3 body fused to GalR1 C-terminus. inhibition, % at 3 µM. 0.44% of 360,000 active. AID 651719, 2012;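 active = inhibition above the screen-wide average plus 3 SD, cut at about 13% in these data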;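 also: forskolin and galanin both at EC90 stimulate the cells; cAMP rise reported by CNG channel membrane potential dye signal; 0% = forskolin plus galanin with DMSO and 100% = forskolin alone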
Target sequence (O60755 1-299 limits assumed): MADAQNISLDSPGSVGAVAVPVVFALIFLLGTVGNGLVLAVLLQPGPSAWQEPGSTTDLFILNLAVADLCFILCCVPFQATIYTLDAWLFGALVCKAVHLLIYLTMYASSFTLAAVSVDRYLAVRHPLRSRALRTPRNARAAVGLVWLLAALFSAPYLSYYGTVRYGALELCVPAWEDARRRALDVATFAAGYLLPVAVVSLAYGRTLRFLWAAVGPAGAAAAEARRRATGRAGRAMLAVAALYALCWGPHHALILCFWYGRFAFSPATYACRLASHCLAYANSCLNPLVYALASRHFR
MEKK3 PB1 HTS – modulators of MEKK3-MEK5 PB1 binding, primary screen, biochemical, wildtype MEKK3, multiplex bead flow cytometry, Alexa488-MEK5; 1.4% of 290,000 active; binding response (% of control), % at 10 µM; Mitogen-activated protein kinase kinase kinase 3 (Homo sapiens), Q99759; bead-based flow cytometry, Alexa488-MEK5 binding to MEKK3; actives lie on both sides; 0 = blocked by unlabeled MEK5, 100 = vehicle; AID 1529, 2009;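 active = binding response more than 3 SD above or below the average of its plate-row segment, actives on both sides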;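 also: Alexa488 bead fluorescence after subtracting the streptavidin-only scavenger bead signal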
GPR7 antagonist – GPR7 receptor antagonists, primary screen, cell-based, fluorescence, single concentration. inhibition, % at 4.4 µM. Neuropeptides B/W receptor type 1 (Homo sapiens), P48145. AID 1861, 2009. GPR7-expressing cells, fluorescence antagonist assay. 1.1% of 290,000 active; in the data active = inhibition above about 16%, passing the limit was not always enough;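 also: cells stimulated with the agonist NPW; 0% = agonist with vehicle and 100% = vehicle without agonist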
Target sequence (P48145 whole entry, looked up): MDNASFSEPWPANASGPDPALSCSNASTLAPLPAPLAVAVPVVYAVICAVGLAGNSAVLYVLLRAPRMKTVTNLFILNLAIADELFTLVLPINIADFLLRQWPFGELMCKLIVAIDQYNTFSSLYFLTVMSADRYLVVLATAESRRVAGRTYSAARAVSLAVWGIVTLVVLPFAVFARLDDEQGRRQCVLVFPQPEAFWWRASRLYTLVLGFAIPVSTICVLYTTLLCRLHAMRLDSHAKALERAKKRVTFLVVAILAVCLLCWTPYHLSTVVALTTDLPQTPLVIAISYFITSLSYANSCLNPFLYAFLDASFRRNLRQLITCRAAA
MEKK2wt PB1 HTS – modulators of MEK5 binding to wildtype MEKK2, primary screen, biochemical, multiplex bead flow cytometry, Alexa488-MEK5; binding response (% of control), % at 10 µM; Alexa488-MEK5 binding to MEKK2 WT; actives lie on both sides; 1.1% of 290,000 active; AID 1531, 2009; in the data active = binding response below about 67% or above about 130%
PHOSPHO1 inh – PubChem AID 1565; recombinant PHOSPHO1, absorbance phosphatase assay; inhibition, % at 13.3 µM; 1.1% of 290,000 active; in the data active = inhibition above about 60%
Target sequence (Q8TCT1 whole entry, looked up): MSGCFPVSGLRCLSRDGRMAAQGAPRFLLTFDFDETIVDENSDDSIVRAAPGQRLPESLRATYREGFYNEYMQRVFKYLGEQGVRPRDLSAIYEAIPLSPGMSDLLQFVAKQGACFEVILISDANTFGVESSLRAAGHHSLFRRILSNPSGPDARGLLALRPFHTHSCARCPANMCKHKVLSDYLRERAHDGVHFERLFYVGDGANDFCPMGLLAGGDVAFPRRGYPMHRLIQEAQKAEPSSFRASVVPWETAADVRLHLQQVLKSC
NALP1 yeast inh – NALP1 inflammasome inhibitors in reconstituted yeast, colorimetric, S. cerevisiae, triplicate retest | AID 2071, 2009 | S. cerevisiae NALP1/ASC/caspase-1 growth, X-gal OD620, 72 h | 0.61% of 280,000 active | inhibition, % at 10 µM; in the data active = inhibition mostly above about 24%, no sharp cut-off; inactive = mostly below about 32%; also: some compounds called inactive have numbers as strong as hits
OXTR ag – human OXTR agonists, primary screen, fluorescence, CHO-OTR cells, Fluo-8 calcium; Oxytocin receptor (Homo sapiens), P30559; Fluo-8 calcium fluorescence; normalized: DMSO 0%, oxytocin 100%; activation, % at 3 µM; 0.32% of 320,000 active; AID 2435, 2010;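 active = activation above the mean of all tested compounds plus 3 SD, cutoff set per screening run, cut at about 20% in these data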;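 also: peak over basal fluorescence ratio from a 100 s FLIPR kinetic read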
* hit, by the source's call; nt = not tested or not shown; & = joins results of further samples; [ ] = dose if it differs, or a comment.

SMILES	MEKK2 mut-MEK5	V1R ag counter	GalR3 antag	MEKK3 PB1 HTS	GPR7 antagonist	MEKK2wt PB1 HTS	PHOSPHO1 inh	NALP1 yeast inh	OXTR ag
CCOC(=O)c1cnn(-c2ccc(C(F)(F)F)cn2)c1N	7	-0.2	-1	101	4	106	12	6	-2.1
CCC(C)[C@H](NC(=O)NCc1cccs1)C(=O)O (some centres not stated)	5	1.0	8	103	11	106	14	16	0.4
Cc1ccc(-n2[nH]c(C)c(C=Nc3ccc(S(=O)(=O)Nc4nccs4)cc3)c2=O)c(C)c1	-8	0.8	nt	91	0	92	-3	12	0.1
C=CCOC(=O)C1=C[C@@H](C2CCCCC2)C[C@@H](OCc2ccc(CO)cc2)O1	-1	0.5	-2	81	-15	102	24	0	-1.6
CCOC(=O)C(CO)(NC(C)=O)C(=O)OCC	6	0.4	1	107	-4	112	2	-11	1.0
CC1(C)Cc2ccccc2C(/C(=N/O)C(N)=O)=N1	5	-1.2	5	99	2	97	9	6	0.0
CN(C(=O)COC(=O)c1ccc2c(c1)NC(=O)CS2)C1CCS(=O)(=O)C1 (configuration not stated)	4	0.6	2	110	-7	113	7	-7	0.5
OC(CNCc1ccc(Cl)c(Cl)c1)c1ccccc1 (configuration not stated)	5	3.4	0	112	7	114	39	20	4.3
COc1ccc(CCN2CC(C(=O)N(C)Cc3ccc4nsnc4c3)CCC2=O)cc1 (configuration not stated)	3	0.1	-4	98	6	100	38	1	-0.8
CCOC(=O)CC(NS(=O)(=O)c1ccc2[nH]cc(C(=O)O)c(=O)c2c1)c1ccc(OCC)c(OC)c1 (configuration not stated)	2	0.3	-4	104	-7	97	19	-4	-0.7
COc1ccc(C(=O)Nc2ccc(OC)c([N+](=O)[O-])c2)cc1Br	4	-0.5	-6	92	9	101	37	2	1.8
CC12CC3CC(C)(C1)CC(C(=O)NCc1cccnc1)(C3)C2	4	-0.6	-8	104	-17	107	41	4	-0.8
CC(=O)C1=C(N2CCCCC2)CCC1=O	8	1.2	7	120	-11	118	-7	14	0.0
O=C(Nc1ccc(NC(=O)c2cccs2)cc1)c1cccs1	5	2.8	0	98	8	100	6	6	3.9
CN(C)S(=O)(=O)c1ccc(N2CCCC2)c(C(=O)NCc2cccc(C(F)(F)F)c2)c1	4	1.2	3	108	0	116	-3	-13	-1.9
CCOC(=O)c1cc(C)sc1NC(=O)CSc1nnnn1C	3	-0.2	-2	101	-14	101	34	4	-1.1
COc1cc(OC)cc(C(=O)N2CCN(C(=O)c3cccnc3)CC2)c1	19	0.2	-10	100	-9	105	45	4	-1.1
Cc1ccc(C(=O)N2CCN(c3ccccn3)CC2)cc1C	-1	0.1	-2	102	6	101	40	2	-1.2
COc1cc(C(=O)N2CCN(C(=O)Cc3ccccc3)CC2)cc(OC)c1OC	8	0.2	4	106	-1	107	0	31	0.2
O=C(CSc1n[nH]c(-c2cccnc2)n1)Nc1ccccc1[N+](=O)[O-]	-2	2.3	-6	102	-1	100	0	24	1.4
O=C(CSc1nnc(NC(=O)c2c(F)cccc2F)s1)Nc1ccc(F)cc1	-1	1.0	-4	87	-9	88	3	4	0.8
CCn1nnnc1NCc1ccc(OCc2ccc(F)cc2Cl)c(OC)c1	-6	4.7	-3	117	9	109	6	4	2.5
Nc1nnc(CC(=O)N/N=C/c2ccc(-c3ccc(F)cc3)o2)s1	4	0.9	-6	109	-5	105	-64	nt	-0.2
COc1ccc(-c2cn3c(C)c(C(=O)NCc4ccc5c(c4)OCO5)sc3n2)cc1	3	0.7	nt	108	-9	110	nt	nt	-0.1
Cc1ccc(SCc2nc(-c3ccncc3)no2)cc1	4	3.5	-1	104	-11	103	-16	8	4.9
O=C(NC(=S)Nc1ccc(F)cc1)C1CCCCC1	-1	-0.8	-2	100	-12	98	-10	6	-0.4
COCCCNC(=O)CSc1nc2c(sc(=S)n2-c2cc(Cl)ccc2OC)c(=O)[nH]1	8	0.1	-13	107	1	104	33	-7	0.7
COc1ccc(/C=C2\Oc3cc(OC(=O)N4CCOCC4)ccc3C2=O)c(OC)c1	-22	0.6	-3	84	-10	83	33	3	1.8
CCCCN(CC)CCNC(=O)C1c2cc(OC)c(OC)cc2C(=O)N2CCc3ccccc3C12 (configuration not stated)	2	0.4	1	100	2	106	-18	4	1.5
Nc1nc(SC2c3cccc4cccc(c34)C2NS(=O)(=O)c2ccccc2)n[nH]1 (configuration not stated)	-2	0.1	-3	94	-6	96	-9	-48	-1.2
COc1ccc(CN(C(=O)c2ccco2)C2CC(C)N(C)CC2C)cc1 (configuration not stated)	0	0.7	-6	101	-14	102	-8	-12	-0.7
O=C1NN(c2ccc(Cl)c(Cl)c2)C(=O)/C1=C/c1ccc(-c2ccccc2C(=O)O)o1	-2	nt	-10	104	-7	97	33	14	nt
CC(C)Cn1c(O)c(/C=C2\C=NN=C2c2ccccc2)sc1=S	0	0.6	0	133*	-14	100	-7	28	-1.4
Cc1cc2nnc(SCC(=O)OC(C)C)n2c2ccccc12	-1	0.9	-6	100	-1	101	38	17	-1.7
CC(C)(C)c1ccc(OCCC(=O)Nc2cccc(S(=O)(=O)N3CCCCC3)c2)cc1	2	1.2	-3	102	-18	107	-2	21	0.1
CC(C)(C)NC(=O)NC(=O)C[n+]1ccc(Cc2ccc([N+](=O)[O-])cc2)cc1	5	-0.1	-7	94	-8	106	-6	7	-0.2
COc1cc(NC(=O)COC(=O)c2cnc(C)cn2)c(C)cc1[N+](=O)[O-]	-3	2.1	-4	92	-6	93	16	-12	0.6
CCCS(=O)(=O)N1CCCC(C(=O)c2ccccc2OC)C1 (configuration not stated)	-4	-0.1	-5	99	0	96	26	-6	-0.7
CCOC(=O)Cc1csc(NS(=O)(=O)Cc2ccccc2)n1	0	0.0	-4	95	-8	97	-34	4	0.0
COCCN(C(=S)Nc1ccc(C(C)C)cc1)C(C)c1cccs1 (configuration not stated)	-3	0.8	-4	92	-1	93	37	-2	0.1
COc1ccc(-c2nc(C)ncc2N=Nc2ccccc2)cc1	19	-1.7	-1	105	-2	104	32	9	-1.8
CSc1ccccc1NC(=O)Nc1ccccc1	7	-1.9	-4	105	-12	101	11	31	-1.4
CC(=O)c1cccc(N(C(=O)c2ccco2)C(C(=O)NC2CCCC2)c2ccncc2)c1 (configuration not stated)	8	-0.9	-1	106	-5	109	1	5	-1.3
CCCCNC(=O)C(C#N)c1nc2ccccc2nc1N1CCN(c2ccccc2F)CC1 (configuration not stated)	-2&3	1.0	6	101&106	-2	102&100	-8	19	0.4
Cc1nnc(NC(=O)c2oc3ccccc3c2C)s1	5	-0.5	0	105	-22	104	5	1	0.8
CCN1CNC(=S)N(CCc2ccccc2)C1	-2	1.0	1	99	1	99	0	16	0.9
COc1ccc(C(c2nnnn2C(C)(C)C)N2CCN(C)CC2)cc1OC (configuration not stated)	3	0.7	3	102	0	104	6	20	1.2
O=C(CN1C(=O)NC2(CCCC2)C1=O)Nc1cc(Cl)ccc1N1CCCCC1	6	8.3	-3	99	-3	98	23	-1	2.4
Cc1ccc2c(CSc3nc4ccccc4c(=O)n3CCCO)cc(=O)oc2c1C	18	6.4	1	114	21	105	31	16	7.3
CS(=O)(=O)N(CC(=O)NCC1CCCO1)c1ccc(Cl)c(Cl)c1 (configuration not stated)	-3	-0.3	-3	94	-5	94	-21	-6	0.5
Cc1oc2ccc(OCc3ccc(F)cc3)cc2c1C(=O)O	1	1.4	-3	100	-9	97	-8	1	0.4
CCN(CC)S(=O)(=O)c1ccc2c(c1)N(CC(=O)NCc1ccccn1)C(=O)CO2	7	-1.5	-4	106	-7	103	17	nt	0.6
Cc1cc(Cl)ccc1OCC(=O)NCCCN1CCOCC1	8	-0.5	-3	100	0	104	-5	13	0.2
NC(=O)CC(NC(=O)Cc1ccc(Br)cc1)c1ccc(NCCc2cccc(F)c2)c([N+](=O)[O-])c1 (configuration not stated)	4	0.2	-4	107	nt	95	25	nt	11
CCOC(=O)CN(C(=O)CNC(=O)c1ccco1)C(C(=O)NC1CCCCC1)c1cccnc1 (configuration not stated)	1	-0.6	-7	100	-7	99	20	3	0.1
CC(C)(C)c1nnc(NC(=O)Cc2ccc(Br)cc2)s1	0	2.3	-1	103	-7	103	-20	26	0.1
CCCN1CCN(C(=O)C2CCN(S(=O)(=O)c3c(C)noc3/C=C/c3ccc(C)cc3)CC2)CC1	10	9.3	-8	104	-2	130	22	3	5.1
CCCCN=C1CC(C)(C)CC(=O)/C1=C(/O)CCCN1C(=O)c2ccccc2C1=O	-6	-1.4	-2	98	7	97	36	-30	-2.5
Cc1ccc(C(=O)C2C(=O)c3ccccc3C2=O)cc1	-2	-0.8	-6	94	-10	97	8	-25	-0.1
C=CCOc1cccc(C2C(C(=O)c3ccc(C)o3)=C(O)C(=O)N2c2nccs2)c1 (configuration not stated)	4	3.8	1	109	0	110	50	-9	3.8
Further compounds:
SMILES	MEKK2 mut-MEK5	V1R ag counter	GalR3 antag	MEKK3 PB1 HTS	GPR7 antagonist	MEKK2wt PB1 HTS	PHOSPHO1 inh	NALP1 yeast inh	OXTR ag
Cc1ccc(S(=O)(=O)c2nnn(-c3cccc(F)c3)c2N)cc1	-7	2.5	-4	92	16	89	-13	7	2.8
O=C(O)C1Cc2ccccc2CN1C(=O)COc1ccc(Cl)cc1Cl (configuration not stated)	-28	0.8	-2	65	-9	66	4	-3	0.2
CNS(=O)(=O)c1cn(CC(=O)NCc2cccc(OC)c2)cc1S(=O)(=O)NC	1	-0.8	-3	103	0	104	-4	0	0.3
COc1cc(OC)c(-c2nn3c(-c4ccco4)nnc3s2)cc1OC	-4	nt	-3	102	2	99	19	18	nt
COC(=O)c1cc(-c2cccc(OC)c2)n[nH]1	-1	0.1	4	100	-3	101	-4	-36	-1.6
CC(=O)c1c(-c2ccc(Cl)cc2)c2ccccc2[nH]c1=O	-6	-0.3	-6	102	-8	90	45	13	-1.9
COc1ccc(C(=O)C(OC(=O)CNC(=O)c2ccco2)c2ccccc2)cc1 (configuration not stated)	2	0.4	-2	103	-3	99	16	-22	0.4
CCOC(=O)C1CCN(C(=O)c2cc(S(=O)(=O)N3CCOCC3)c(Cl)cc2Cl)CC1	-4	-0.3	7	82*[inhibitor]	2	92	-11	17	0.2
COc1ccc(C2=Nn3c(nnc3-c3ccncc3)SC2)cc1OC	0	-0.2	0	99	-14	102	23	16	-0.3

Whole records, looked up by structure. Order of screens: MEKK2 mut-MEK5, V1R ag counter, GalR3 antag, MEKK3 PB1 HTS, GPR7 antagonist, MEKK2wt PB1 HTS, PHOSPHO1 inh, NALP1 yeast inh, OXTR ag
`O=C(O)C1Cc2ccccc2CN1C(=O)COc1ccc(Cl)cc1Cl` (configuration not stated) is listed with -28, 0.8, -2, 65, -9, 66, 4, -3, 0.2
`COc1ccc(C(=O)C(OC(=O)CNC(=O)c2ccco2)c2ccccc2)cc1` (configuration not stated) is listed with 2, 0.4, -2, 103, -3, 99, 16, -22, 0.4
`CC(=O)c1c(-c2ccc(Cl)cc2)c2ccccc2[nH]c1=O` is listed with -6, -0.3, -6, 102, -8, 90, 45, 13, -1.9
`CCOC(=O)C1CCN(C(=O)c2cc(S(=O)(=O)N3CCOCC3)c(Cl)cc2Cl)CC1` is listed with -4, -0.3, 7, 82*[inhibitor], 2, 92, -11, 17, 0.2
